MEKK2 mut-MEK5 = signal of MEK5 binding to mutant human MEKK2 PB1 domain. 0.35% of 290,000 active. percent response, % at 10 µM. bead flow cytometry, Alexa488-MEK5 binding to MEKK2 mutant; in the data active means percent response above about 24%, passing the limit was not always enough; further: inactives centre near 1; some results filed as inactive read as strong as hits
FID counter = fluorescent intercalator displacement, NS3 helicase counter-screen. DNA fluorescent intercalator displacement, fluorescence. AID 1845. inhibition, % at 7.9 µM. 0.17% of 290,000 active; in the data active means inhibition above about 37%;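 further: 0% = vehicle and 100% = reference compound; higher means more ethidium bromide displaced from hairpin DNA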
VIM-2 inhibitor = inhibitors of Pseudomonas aeruginosa VIM-2 metallo-beta-lactamase | purified VIM-2, nitrocefin hydrolysis, epi-absorbance fluorescence | inhibition, % at 5.6 µM | 0.89% of 290,000 active | AID 1527;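 active means inhibition above the mean of all tested compounds plus 3 SD, cutoff set per screening run, cut at about 7.5% in these data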;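 further: red hydrolysis product quenches plate fluorescence so inhibitors raise well fluorescence; 0% = enzyme with DMSO and 100% = DMSO without enzyme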
MEKK2 WT-MEK5 = raises or lowers MEK5 binding to wildtype human MEKK2 PB1 domain. Q9Y2U5. bead flow cytometry, Alexa488-MEK5 binding to MEKK2 WT; actives lie on both sides. binding response (% of control), % at 10 µM. 1.1% of 290,000 active. AID 1531; in the data active means binding response below about 67% or above about 130%
IMP-1 inh = inhibitors of Pseudomonas aeruginosa IMP-1 metallo-beta-lactamase. inhibition, % at 5.6 µM. AID 1556. purified IMP-1, nitrocefin hydrolysis, epi-absorbance fluorescence. 0.45% of 290,000 active;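 active means inhibition above the mean plus 3 SD of all compounds in the same screening run, cut at about 4.5% in these data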;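 further: 0% = IMP-1 with DMSO and 100% = DMSO wells lacking enzyme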
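Test system: recombinant IMP-1 enzyme, purified / Medium: HEPES buffer pH 7.1 with ZnSO4 and Brij 35 / Doses: single dose, 5.6 µM / Times: 25 °C, 15 min preincubation, 25 min reaction / Detection: Epi-absorbance via hydrolysed-nitrocefin quenching of white-plate fluorescence, 480/530 nm, EDTA stop / Evaluation: percent inhibition from optical density relative to buffer-blank wells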
HCV NS3 hel inh = HCV NS3 helicase inhibition. NS3 helicase DNA unwinding, Cy5 molecular beacon fluorescence. inhibition, % at 10.9 µM. 0.56% of 290,000 active. AID 1800;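 active means inhibition above the mean of all tested compounds plus 3 SD, set per campaign, cut at about 35% in these data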;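 further: 0% = DMSO wells and 100% = thioflavine S control wells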
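Compound dosing – single dose, 10.9 µM nominal final, DMSO 0.8% final · System – NS3 helicase fragment of HCV · Buffer or medium – MOPS pH 6.5, MgCl2, DTT, Tween20, BSA · Signal – Cy5 beacon fluorescence read at start and 1 h · Also added – annealed dual-labelled DNA beacon duplex, ATP-started · Schedule – 1 h at 25 °C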
PfM18AAP inh = PfM18AAP enzyme inhibition; recombinant PfM18AAP, H-Glu-NHMec fluorogenic cleavage; inhibition, % at 7.35 µM; 1.2% of 290,000 active;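 active means inhibition above the campaign mean inhibition over all tested compounds plus 3 SD, cut at about 28% in these data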;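 further: 0% = plate median of test compound wells and 100% = 2 mM ZnCl2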
UBC9 SUMO inh = inhibitors of human SUMOylation (UBC9); P63279; HTRF SUMOylation assay, SAE1/SAE2 + UBC9, in vitro; inhibition, % at 35 µM; 0.36% of 290,000 active; AID 2006; in the data active means inhibition above about 50%, passing the limit was not always enough; further: strong numbers were not always called active
Target sequence (P63279 whole entry, looked up): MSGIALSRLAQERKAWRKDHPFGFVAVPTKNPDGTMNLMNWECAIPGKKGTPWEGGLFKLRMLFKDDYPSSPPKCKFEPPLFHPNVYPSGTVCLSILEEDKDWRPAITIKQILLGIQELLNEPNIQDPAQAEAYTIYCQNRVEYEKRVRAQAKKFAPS
NALP1 inh = inhibitors of NALP1 inflammasome in yeast; S. cerevisiae NALP1/ASC/caspase-1 growth, X-gal OD620, 72 h; inhibition, % at 10 µM; 0.61% of 280,000 active; AID 2071; in the data active means inhibition mostly above about 24%, no sharp cut-off; inactive means mostly below about 32%; further: some compounds called inactive have numbers as strong as hits
The depositor's hits bear a star; / = not tested or not shown.

entry	canonical_smiles	MEKK2 mut-MEK5	FID counter	VIM-2 inhibitor	MEKK2 WT-MEK5	IMP-1 inh	HCV NS3 hel inh	PfM18AAP inh	UBC9 SUMO inh	NALP1 inh
1	Cn1c2ccccc2c2cnn(CC(=O)Nc3ccc(Cl)cc3)c(=O)c21	-1	-3	1.0	101	-1.0	-5	-7	52*	/
2	CCCCCCCCCc1nc2sc3c(c2c(=O)n1NC(=O)c1ccccc1[N+](=O)[O-])CC(C)(C)OC3	-2	-13	-5.1	95	-0.8	37*	-7	-28	16
3	Cc1ccccc1C(=O)N/N=C/c1ccsc1C	-4	-2	-3.9	94	-0.2	-3	-5	-5	24
4	O=C(c1cccnc1)N1CCN(Cc2cccc(Br)c2)CC1	-6	-3	-1.7	91	-5.0	-2	1	13	26
5	Cc1c(C=O)c2ccccn2c1C(=O)c1ccccc1Cl	2	-15	2.0	106	-1.0	-7	7	3	13
6	COc1ccc(-n2nc3c(c2NC(=O)c2c(-c4ccccc4Cl)noc2C)CS(=O)(=O)C3)cc1	/	-19	-0.8	/	-1.2	-15	3	-8	39
7	O=C(C/C=N\OCc1ccc([N+](=O)[O-])cc1)Nc1ccc(Cl)cc1	-4	6	1.0	104	-1.2	-9	-14	-17	12
8	Cc1nc(-c2ccc(-c3ccon3)s2)no1	-21	0	-0.5	88	-1.5	-10	2	14	16
9	CC1=C(C(N)=O)C(c2cccs2)NC(=O)N1 (centres undefined)	-28	-4	-1.5	78	-1.3	-2	0	-11	/
10	COCCNc1nc2ccccc2n2cnnc12	1	-4	-0.1	100	-0.9	8	-3	1	11
11	O=[N+]([O-])c1cccc(-c2ccc(SCc3cccnc3)nn2)c1	13	-4	-0.7	107	-3.4	9	8	10	-5
12	COc1ccc(/C(N)=N/OC(=O)c2ccc(C)c([N+](=O)[O-])c2)cc1OC	1	0	-2.8	100	-3.3	0	4	16	-1

(list continues)
entry	canonical_smiles	MEKK2 mut-MEK5	FID counter	VIM-2 inhibitor	MEKK2 WT-MEK5	IMP-1 inh	HCV NS3 hel inh	PfM18AAP inh	UBC9 SUMO inh	NALP1 inh
13	Cc1onc(-c2ccccc2Cl)c1C(=O)N1CCN(c2ncccn2)CC1	-9	-8	-6.0	92	-2.8	8	-4	4	4
14	O=C(Oc1cccc(NC(=O)c2ccco2)c1)c1ccc(Br)c(S(=O)(=O)N2CCCCC2)c1	2	-17	-4.0	111	-4.0	3	-4	-30	12
15	Cc1ccc(-c2csc(C3C(N)=NC(S)=C(C#N)C34CCCCC4)n2)cc1 (centres undefined)	-2	-17	-2.5	95	-3.3	18	1	-4	-4
16	CCSc1nc(C)c(C(C)=O)cc1C#N	15	0	-1.6	110	-7.1	-4	-4	10	1
17	C=CCOC(=O)C1=C(C)NC(SCC(N)=O)=C(C#N)C1c1ccc(C)cc1 (centres undefined)	-3	-27	-3.9	95	-3.5	0	5	-1	3
18	CC(=O)N1CCN(C(=O)c2cc(S(=O)(=O)Nc3ccc(S(C)(=O)=O)cc3)ccc2Cl)CC1	-9	-10	-2.8	94	-2.0	1	-3	4	9
19	Cc1cccc(C(=O)Nc2ccc(C(=O)/C=C/c3cccs3)cc2)c1	1	2	1.3	97	0.6	-7	-10	-10	3
20	Fc1ccccc1-c1nc(-c2ccncc2)no1	0	-6	-0.4	104	-0.1	0	-6	-2	26
21	Clc1ccc(OCCCn2cncn2)cc1Cl	/	9	-4.5	/	-4.1	-3	-1	11	37
22	CN(c1ccccc1C(=O)Nc1ccc(CC#N)cc1)S(=O)(=O)c1ccccc1	13	-21	-0.8	108	-2.2	3	-1	15	15
23	CC1CCN(S(=O)(=O)c2ccc(C(=O)NCc3ccc4c(c3)OCO4)cc2)CC1	8	-15	-4.5	106	-1.5	-6	1	5	2
24	Cn1cccc1/C=C1\SC(=S)N(NC(=O)c2ccccc2Cl)C1=O	-2	12	-3.8	96	-2.5	0	-4	-20	32

Remaining list, next part
entry	canonical_smiles	MEKK2 mut-MEK5	FID counter	VIM-2 inhibitor	MEKK2 WT-MEK5	IMP-1 inh	HCV NS3 hel inh	PfM18AAP inh	UBC9 SUMO inh	NALP1 inh
25	Cc1noc(/C=C/c2ccco2)c1S(=O)(=O)N1CCC(C(=O)N(C)Cc2ccccc2)CC1	-3	-35	-0.5	92	-1.7	13	-8	33	-16
26	Cc1cc2c(c(=O)n1CC1CCCO1)C(c1ccc3c(c1)OCO3)C(C#N)=C(N)O2 (centres undefined)	-3	-12	-2.6	100	-2.9	-1	7	-8	-3
27	CCn1c(=O)n(CC)c2cc(NC(=O)CSc3ccc([N+](=O)[O-])cn3)ccc21	3	-14	-2.5	94	-2.1	3	5	6	12
28	CC(C)c1ccc(CCNC(=O)c2ccc([N+](=O)[O-])cc2)cc1	18	-2	-1.5	101	-2.3	-3	-2	1	30
29	COc1ccc(CN2CCN(Cc3cccc(OC)c3)C(CCO)C2)cc1 (centres undefined)	15	6	-1.2	105	-2.5	16	-3	4	3
30	Cc1ccc2[nH]c(=O)c(CN(CCCN3CCOCC3)Cc3nnnn3C3CCCC3)cc2c1	-4	1	-2.3	92	-3.0	8	5	12	8
31	CC(=O)N1CCN(S(=O)(=O)c2cccc(C(=O)OCC(=O)N3CC(=O)Nc4ccccc43)c2)CC1	-5	-19	-2.4	96	-3.9	0	-5	16	-16
32	COCCCNC(=S)N1CCCC(c2nc3cc(C)c(C)cc3[nH]2)C1 (centres undefined)	-5	-1	-4.5	88	-3.0	3	5	14	15
33	COc1ccc(C2=NS(=O)(=O)N(C)C(C(=O)NC(C)c3ccccc3)=C2)cc1 (centres undefined)	-4	-15	-1.3	99	-1.6	4	6	-3	7
34	COc1ccc(CN2C(=O)CS(=O)CC2=O)cc1OC	3	-19	0.6	97	-2.5	15	-14	9	27
35	Clc1ccc(/C=N/c2c(-c3ccco3)nc3ccccn23)cc1	4	-10	0.2	108	-3.5	0	14	19	3
36	CCNC(=S)NNC(=O)c1csc2ccccc12	2	-4	-2.2	103	-1.7	-1	14	21	6

Other results.
entry	canonical_smiles	MEKK2 mut-MEK5	FID counter	VIM-2 inhibitor	MEKK2 WT-MEK5	IMP-1 inh	HCV NS3 hel inh	PfM18AAP inh	UBC9 SUMO inh	NALP1 inh
37	CNC(=S)N(Cc1cccs1)Cc1cc2cc(OC)c(OC)cc2[nH]c1=O	0	-22	-1.1	104	-3.2	9	-7	0	11
38	Cc1cccc(/C=N/Nc2cc(N3CCOCC3)nc(N3CCOCC3)n2)c1	0	-10	0.1	105	-5.2	-4	7	-5	15
39	O=C(Cn1nc(C(=O)O)c2ccccc2c1=O)NCC1CCCO1 (centres undefined)	5	-2	0.7	99	-1.5	1	-1	1	34
40	Cc1ccc(OCC(=O)N/N=C\c2ccc(C)o2)c([N+](=O)[O-])c1	11	-5	-1.1	113	-1.4	4	-14	17	4
41	CC(=O)c1ccc(OCCCCOc2ccc(C(C)=O)cc2)cc1	1	-6	2.1	106	1.8	-4	4	-8	5
42	Cc1ccc(-n2c(=O)c3sccc3n(Cc3cc(=O)n4cc(Cl)ccc4n3)c2=O)cc1F	-2	0	-1.7	100	-3.9	8	0	-10	4
43	Fc1ccc(NC(=S)N2CCCC2)cc1	4	2	-4.0	99	-0.4	-1	0	/	/
44	C=CCN(Cc1nc(-c2ccc(OC)cc2)no1)C(=O)c1ccc2c(c1)OCO2	1	-35	-2.2	99	-1.4	-16	1	9	10
45	C=CCn1c(C(C)NC(=O)c2ccccc2C)n[nH]c1=S (centres undefined)	-3	-2	-0.4	95	-1.3	-8	20	6	7
46	Cc1ccc(NS(=O)(=O)c2ccc(CCC(=O)NCCCOC(C)C)cc2)cc1	-3	-33	-3.3	95	-0.3	-8	-5	21	23
47	O=C1N(Cc2cccnc2)C[C@@H]2C[C@@H](c3ccc4nsnc4c3)N3CCC[C@@]123	6	-10	-1.2	103	-1.1	-12	-6	22	4
48	Cc1ccc(S(=O)(=O)NNC(=O)C2CC=CCC2C(=O)O)cc1 (centres undefined)	-4	-4	-1.2	104	-3.9	5	1	8	3

Reformatted: 5 of the compounds above.
The line under a structure holds: MEKK2 mut-MEK5 | FID counter | VIM-2 inhibitor | MEKK2 WT-MEK5 | IMP-1 inh | HCV NS3 hel inh | PfM18AAP inh | UBC9 SUMO inh | NALP1 inh
40. Cc1ccc(OCC(=O)N/N=C\c2ccc(C)o2)c([N+](=O)[O-])c1
  11 | -5 | -1.1 | 113 | -1.4 | 4 | -14 | 17 | 4
41. CC(=O)c1ccc(OCCCCOc2ccc(C(C)=O)cc2)cc1
  1 | -6 | 2.1 | 106 | 1.8 | -4 | 4 | -8 | 5
42. Cc1ccc(-n2c(=O)c3sccc3n(Cc3cc(=O)n4cc(Cl)ccc4n3)c2=O)cc1F
  -2 | 0 | -1.7 | 100 | -3.9 | 8 | 0 | -10 | 4
43. Fc1ccc(NC(=S)N2CCCC2)cc1
  4 | 2 | -4.0 | 99 | -0.4 | -1 | 0 | / | /
44. C=CCN(Cc1nc(-c2ccc(OC)cc2)no1)C(=O)c1ccc2c(c1)OCO2
  1 | -35 | -2.2 | 99 | -1.4 | -16 | 1 | 9 | 10

Following part.
entry	canonical_smiles	MEKK2 mut-MEK5	FID counter	VIM-2 inhibitor	MEKK2 WT-MEK5	IMP-1 inh	HCV NS3 hel inh	PfM18AAP inh	UBC9 SUMO inh	NALP1 inh
49	O=C(NCC(=O)N(CCc1ccccc1)C(C(=O)NC1CCCCC1)c1ccncc1)c1ccco1 (centres undefined)	2	-15	-4.1	105	-4.6	5	0	27	18
50	O=S(=O)(NC1CCCC1)c1ccc(S(=O)(=O)N2CCN(c3ccccc3)CC2)cc1	-2	-2	1.4	98	1.2	4	6	13	-16
51	CC(=O)Nc1cccc(/C(C)=N/NC(=O)c2ccc(CN3CCOCC3)cc2)c1	-13	8	-2.1	79	-2.4	-7	0	7	-1
52	Cc1ccccc1-n1nc2c(c1NC(=O)c1ccc(S(=O)(=O)N(C)C)cc1)CSC2	/	6	-1.2	/	-1.2	6	-1	7	-32
53	CC1CC(=O)Nc2ccccc2N1S(=O)(=O)c1ccccc1 (centres undefined)	-6	1	-0.2	97	-2.5	0	-7	8	26
54	O=S(=O)(c1ccccc1)c1nc(Nc2ccccc2N2CCOCC2)sc1Cl	1	-25	-2.2	113	-2.7	-22	2	-40	6
55	COc1ccc(C(NC(=O)N2CC(C)OC(C)C2)C(Cl)(Cl)Cl)cc1F (centres undefined)	11	-13	-1.0	106	-2.6	10	-9	3	31
56	CCOC(=O)N1CCN(C(=O)Cc2ccccc2OC)CC1	2	-10	0.5	106	-1.6	1	0	-6	-15
57	COCCCNC(=O)C1CCCN(S(=O)(=O)c2cccc3nsnc23)C1 (centres undefined)	1	-6	-2.4	102	-2.8	-1	8	25	16
58	CC(N=Cc1ccccc1O)c1ccccc1 (centres undefined)	0	2	-3.1	98	-5.0	-4	0	16	19
59	Fc1ccccc1-c1csc(=Nc2cccnc2)n1CCCn1ccnc1	3	0	1.0	102	-2.3	-9	2	14	16

Only MEKK2 mut-MEK5, for 2 of the compounds above:
nr	SMILES	MEKK2 mut-MEK5
53	CC1CC(=O)Nc2ccccc2N1S(=O)(=O)c1ccccc1 (centres undefined)	-6
54	O=S(=O)(c1ccccc1)c1nc(Nc2ccccc2N2CCOCC2)sc1Cl	1

Source: PubChem BioAssay
